Salmonella PhoP GFP: PhoP-dependent GFP reporter repression – Salmonella Typhimurium, primary screen (AID 1863); S. Typhimurium PhoP-regulated promoter GFP reporter, 4 h; higher % means a stronger effect; inhibition, % at 50 µM; hits with a dose series show IC50 in µM; 300,000 compounds, 0.16% hits;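 active = inhibition over 29.93%, a cutoff 3 SD above the screen mean, later confirmed by dose response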;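 also: 0% = low Mg2+ inducing control and 100% = high Mg2+ repressing control; strong numbers were not always called active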
The depositor's hits bear a star; & = joins results of further samples. A portion of the library; rates above refer to the full screens.

Start of the data: the first six records as a preview:
SMILES	Salmonella PhoP GFP
Cc1cc(C)c2sc(N(CCCN(C)C)C(=O)c3ccc(S(=O)(=O)N4CCCc5ccccc54)cc3)nc2c1	6%
O=C(NCc1n[nH]c(=O)c2ccccc12)C1CC(=O)N(c2ccc(Cl)cc2)C1 (stereo not given)	-3%
CCc1ccc(C(=O)C(C)OC(=O)c2nn(C)c(=O)c3ccccc23)cc1 (stereo not given)	4%
CC(OC(=O)c1nn(C)c(=O)c2ccccc12)C(=O)NC1CCCCC1C (stereo not given)	-6%
CCN(CC(=O)NCc1cccs1)C(=O)/C=C/c1cccc(Cl)c1Cl	-3%
O=C(CNC(=O)c1ccc(Cl)c([N+](=O)[O-])c1)OCN1C(=O)c2ccccc2C1=O	-7%

The listing (from the top)
SMILES	Salmonella PhoP GFP
Cc1cc(C)c2sc(N(CCCN(C)C)C(=O)c3ccc(S(=O)(=O)N4CCCc5ccccc54)cc3)nc2c1	6%
O=C(NCc1n[nH]c(=O)c2ccccc12)C1CC(=O)N(c2ccc(Cl)cc2)C1 (stereo not given)	-3%
CCc1ccc(C(=O)C(C)OC(=O)c2nn(C)c(=O)c3ccccc23)cc1 (stereo not given)	4%
CC(OC(=O)c1nn(C)c(=O)c2ccccc12)C(=O)NC1CCCCC1C (stereo not given)	-6%
CCN(CC(=O)NCc1cccs1)C(=O)/C=C/c1cccc(Cl)c1Cl	-3%
O=C(CNC(=O)c1ccc(Cl)c([N+](=O)[O-])c1)OCN1C(=O)c2ccccc2C1=O	-7%
CC(C)CN(C(=O)COC(=O)CNC(=O)c1sc2ccccc2c1Cl)C1CCS(=O)(=O)C1 (stereo not given)	5%
C=CCN(c1ccccc1)S(=O)(=O)c1cccc(C(=O)NNC(=O)c2ccccc2O)c1	9%
Cc1cccc(C(=O)NCc2nnc(SC(C)C(=O)Nc3nnc(C)s3)n2C)c1 (stereo not given)	-6%
CCN(C(=O)Cn1nc(C)c([N+](=O)[O-])c1C)c1c(N)n(Cc2ccccc2)c(=O)[nH]c1=O	-5%
CC(=O)N1CCc2c(sc(NC(=O)C3CCN(S(=O)(=O)c4cccs4)CC3)c2C(N)=O)C1	-3%
COc1cc(C(=O)OCC(=O)NCCC2=CCCCC2)ccc1OCC(C)C	-4%
COc1ccccc1NC(=O)C(C)OC(=O)C1CCC(C(C)(C)C)CC1 (stereo not given)	-9%
Cc1ccccc1NS(=O)(=O)c1ccc(C(=O)NCC(c2ccco2)N(C)C)cc1 (stereo not given)	-5%
O=C(Nc1ccc(F)cc1Cl)c1ccc2c(=O)n3c(nc2c1)CCC3	1%
COc1cccc(C(=O)COC(=O)C2CC3CCCC(C2)C3=O)c1 (stereo not given)	-7%
COc1ccc(S(=O)(=O)NCc2cccnc2)cc1NC(=O)c1ccc(C)cc1	-9%
COc1ccc(CCC(=O)NCCS(=O)(=O)N2CCN(c3ccccc3)CC2)cc1	-1%
CC(=O)c1ccc(S(=O)(=O)NCCC(=O)OCC(=O)N2CCCC2=O)cc1	-6%
COc1ccc(NC(=O)CSCC(=O)Nc2cccc(S(=O)(=O)N3CCCCCC3)c2)cc1	-6%
COc1ccc([C@@H]2CC=C(C(=O)O)[C@H](c3ccc(F)cc3)N2S(=O)(=O)c2ccc(Cl)cc2)cc1	6%
CC(C)CN(C(=O)COC(=O)C(C)N1C(=O)c2ccccc2C1=O)c1c(N)n(Cc2ccccc2)c(=O)[nH]c1=O (stereo not given)	-5%
Cc1cc(S(=O)(=O)Nc2ccc(C(=O)NCc3cccnc3)cc2)ccc1F	-5%
CCN(C(=O)COC(=O)CNS(=O)(=O)c1ccc2ccccc2c1)C1CCCCC1	-1%
CN(CC(=O)Nc1c(Cl)cccc1Cl)C(=O)CC1Sc2ccccc2NC1=O (stereo not given)	-10%

Additional compounds
SMILES	Salmonella PhoP GFP
CSc1ccc(CN(C)C(=O)CCNS(=O)(=O)c2ccc(C)c(C)c2)cc1	-8%
Cc1ccc(S(=O)(=O)N(C)C)cc1NC(=O)COC(=O)CNC(=O)C12CC3CC(CC(C3)C1)C2	-10%
OCc1ccc(-c2nn(Cc3ccccc3)c3ccccc23)o1	-7%
Cc1ccc(NC(=O)CSc2nnc(CNC(=O)c3ccco3)n2C)c(C)c1	13%
CC12CCC(=O)N1C(C(=O)NCc1ccccc1F)CS2 (stereo not given)	-7%
Cc1ccc(S(=O)(=O)N(C)c2ccc(C(=O)N(CC(C)C)C3CCS(=O)(=O)C3)cc2)cc1 (stereo not given)	-7%
COc1ccc(N2CCN(S(=O)(=O)CCNS(=O)(=O)c3ccccc3)CC2)cc1	6%
CN1CCN(c2ccc(S(=O)(=O)N3CCCCC3)cc2NC(=O)/C=C/c2ccc(Cl)c([N+](=O)[O-])c2)CC1	1%
O=C1CC(NS(=O)(=O)c2cccs2)CN1c1ccc(Cl)cc1 (stereo not given)	18%
Cc1ccc(NC(=O)CNC(=O)C2CCCCC2)nc1	-5%
CCN1CCN(c2ccc(S(=O)(=O)N3CCOCC3)cc2NC(=O)c2ccccc2OC(F)F)CC1	-5%
O=C(OCc1ccc([N+](=O)[O-])cc1)C1CC(=O)N(CCc2ccccc2)C1 (stereo not given)	-4%
C=CCOc1ccc(/C=C/C(=O)OCC(=O)NCCc2ccccc2)cc1	-9%
O=C(NCC(c1cccs1)N1CCOCC1)c1cn(-c2ccccc2)nc1-c1ccc(F)cc1 (stereo not given)	-2%
COc1ccc(NC(=O)CN(C)C(=O)CCCNC(=O)c2ccc(Cl)cc2)cc1	-7%
CCCCOc1ccc(/C=C/C(=O)OCC(=O)NC2CCS(=O)(=O)C2)cc1OCC (stereo not given)	5%
OC1C(O)C(O)C(O)C(O)C1O (stereo not given)	-7%&-4%&-7%
CC(OC(=O)CC1CCCCC1)C(=O)Nc1ccc(S(N)(=O)=O)cc1 (stereo not given)	-4%
CCOc1ccc(S(=O)(=O)N2CCOCC2)cc1NC(=O)CN1C(=O)NC2(CCCC2)C1=O	-3%
CCN(Cc1ccccc1)C(=O)c1cccc(S(=O)(=O)N2CCN(c3ccccc3)CC2)c1	3%
CCOC(=O)C1=C(COC(=O)COc2ccc(Br)cc2)NC(=O)NC1C (stereo not given)	1%
O=C(Nc1ccccc1N1CCCCC1)c1ccc(F)c(S(=O)(=O)N2CCOCC2)c1	2%
CCOC(=O)C1=C(COC(=O)COc2ccccc2C#N)NC(=O)NC1C (stereo not given)	1%
CCOC(=O)N1CCN(C(=O)COC(=O)CSc2cc(C)c(Br)cc2C)CC1	-4%
O=C(NCCS(=O)(=O)N1CCCC1)c1ccccc1	-1%

Overlap with the part before: three entries, followed by the next part.
SMILES	Salmonella PhoP GFP
CCOC(=O)C1=C(COC(=O)COc2ccccc2C#N)NC(=O)NC1C (stereo not given)	1%
CCOC(=O)N1CCN(C(=O)COC(=O)CSc2cc(C)c(Br)cc2C)CC1	-4%
O=C(NCCS(=O)(=O)N1CCCC1)c1ccccc1	-1%
c1ccc(-c2cnnc3ccccc23)cc1	14%
O=C(CSC(=S)N1CCCC1)N1CCN(S(=O)(=O)c2cccc(F)c2)CC1	8%
CN(C(=O)c1cn2ccccc2n1)c1c(N)n(Cc2ccccc2)c(=O)[nH]c1=O	-8%
Cc1ccc(OCC(=O)NC2CCS(=O)(=O)C2)c([N+](=O)[O-])n1 (stereo not given)	-8%
CCOc1ccc(CCNC(=O)COC(=O)C2CC2)cc1OCC	-4%
CCN(CC)CCn1c2c(c(SCC(=O)Nc3cc(C)ccc3C)nc1=O)CCC2	3%
Cc1cccc(C)c1NC(=O)CN(C)C(=O)c1ccccc1SCC(=O)N1CCCC1	3%
COC(=O)C1CCN(C(=O)COC(=O)CSc2ccc(C(N)=O)cc2[N+](=O)[O-])CC1	-6%
Cc1ccc(NC(=O)COc2coc(CN3CCc4ccccc4C3)cc2=O)cc1Cl	-7%
Cc1ccc(OCC(=O)NNC(=O)C2CC(=O)N(c3ccc4c(c3)OCCO4)C2)cc1 (stereo not given)	-5%
CCOc1ccc(S(=O)(=O)N2CCCCC2)cc1NC(=O)c1c(CC)noc1C	-1%
CSCCC(NC(=O)c1ccccc1Cl)C(=O)OCC(=O)N1CCCC1=O (stereo not given)	8%
CN(CC(=O)Nc1cccc(F)c1)C(=O)c1cc(-c2ccccc2)nc2ccccc12	11%
Nc1nnc(SCC(=O)Nc2cc(F)ccc2F)s1	4%
Cc1ccc(S(=O)(=O)N2CCC(C(=O)Nc3cc(C(F)(F)F)ccc3N3CCOCC3)CC2)cc1C	-5%
CCN(CC(=O)Nc1ccc(NC(C)=O)cc1)C(=O)c1cc(S(=O)(=O)N2CCCCCC2)ccc1OC	9%
Cc1ccc(NC(=O)CN(C)C(=O)c2cc(S(=O)(=O)N(C)C)ccc2N2CCCC2)cc1	0%
CC(C)CN(C(=O)COC(=O)c1cnc(Cl)c(Cl)c1)c1c(N)n(Cc2ccccc2)c(=O)[nH]c1=O	7%
Cc1cccc(OC(C)C(=O)Nc2ccc(N3CCCCC3)cc2)c1 (stereo not given)	3%
COCCNC(=O)C1CCN(S(=O)(=O)c2ccc3c(c2)OCCO3)CC1	-7%
COC(=O)C1CCN(C(=O)CN2C(=O)c3ccccc3S2(=O)=O)CC1	2%
C=CCn1c(SCC(=O)N(CCOC)c2c(N)n(CC(C)C)c(=O)[nH]c2=O)nc2ccccc21	2%
COc1cccc(NC(=O)CN(C)C(=O)c2ccccc2OCC(=O)Nc2cccc(C(F)(F)F)c2)c1	-4%
Cc1c(C(=O)N2CCC(C(N)=O)CC2)oc2ccc(Br)cc12	-5%
Cc1ccc(C(=O)Nc2cccc(-c3ccc(N4CCOCC4)nn3)c2)cc1[N+](=O)[O-]	11%

Further compounds follow:
SMILES	Salmonella PhoP GFP
CCn1ccnc1CC1COc2ccccc2O1 (stereo not given)	4%
CC12CCC(=O)N1C(C(=O)NNC(=O)c1ccccc1)CS2 (stereo not given)	-7%
CN(CC(=O)Nc1c(Cl)cccc1Cl)C(=O)CCNS(=O)(=O)c1ccccc1C(F)(F)F	-3%
O=C(Oc1ccc(F)cc1)c1ccc2c(=O)n3c(nc2c1)CCC3	4%
O=C(NCc1ccccn1)c1cccc(S(=O)(=O)Nc2ccc(SC(F)F)cc2)c1	-3%
O=C(Nc1ccccc1N1CCCC1)c1cc(S(=O)(=O)N2CCOCC2)ccc1Cl	5%
CC(=O)Nc1ccc(S(=O)(=O)Nc2cccc(-n3c(C)nc4ccccc4c3=O)c2)cc1	-11%
C=CCOc1ccc(/C=C/C(=O)OCC(=O)Nc2c(C)n(C)n(-c3ccccc3)c2=O)cc1	3%
CCCCn1nc(C(=O)N(C)CC(=O)Nc2cccc(F)c2)c2ccccc2c1=O	2%
Cc1cccc(NC(=O)CSCC(=O)N2CCN(Cc3ccc4c(c3)OCO4)CC2)c1	-3%
CC(=O)Nc1ccc(S(=O)(=O)N(C)CC(=O)OCC(=O)NCc2ccco2)cc1	8%
COCCCN(C(=O)c1ccc(N2CCCC2=O)cc1)c1c(N)n(Cc2ccccc2)c(=O)[nH]c1=O	2%
Cc1ccnc(NC(=O)CNC(=O)c2cccs2)c1	6%
Cc1ccc(NC(=O)CSc2nnc(CNC(=O)c3ccco3)n2C)cc1C	-5%
O=C(COc1ccc(Br)cc1Br)NC1CCS(=O)(=O)C1 (stereo not given)	1%
Cc1c(C(=O)NCC(c2ccco2)N(C)C)oc2c(Cl)cccc12 (stereo not given)	-6%
CN(CC(=O)Nc1cccc(F)c1)C(=O)c1ccc(COc2ccccc2)cc1	9%
Cc1cccc(C)c1NC(=O)CN(C)C(=O)CSC(=S)N1CCCC1	2%
O=C(NCCSc1ncc(-c2ccccc2)[nH]1)c1ccco1	5%
O=C(CN1C(=O)NC2(CCCC2)C1=O)OCCOc1ccc(Cl)cc1	-4%
CCOC(=O)C1CCN(C(=O)COC(=O)C2CCN(S(=O)(=O)c3ccc(C)c(C)c3)CC2)CC1	0%
O=C(CCc1nc2ccccc2c(=O)[nH]1)Nc1nnc(SCc2ccccc2)s1	-11%
O=C(c1ccc([N+](=O)[O-])o1)N1CCN(c2nc3ccc(F)cc3s2)CC1	1%
COc1ccc(C)cc1S(=O)(=O)NCC(c1ccc2c(c1)OCO2)N1CCN(C)CC1 (stereo not given)	-2%
CCCCn1c(N)c(N(CC(C)C)C(=O)C(C)SCc2nc3sc(C)c(C)c3c(=O)[nH]2)c(=O)[nH]c1=O (stereo not given)	3%

More entries
SMILES	Salmonella PhoP GFP
O=C(COc1ccc(F)cc1Cl)Nc1ccc(N2CCOCC2)cc1N1CCOCC1	4%
COCCN(C(=O)COC(=O)c1ccco1)c1c(N)n(Cc2ccccc2)c(=O)[nH]c1=O	1%
CCN(C(=O)COC(=O)c1sccc1C)c1c(N)n(Cc2ccccc2)c(=O)[nH]c1=O	-2%
CC(C)CN(C(=O)COC(=O)/C=C/c1cccs1)c1c(N)n(Cc2ccccc2)c(=O)[nH]c1=O	-5%
Cc1ccc(NC(=O)CSCC(=O)NCc2ccco2)cc1	5%
CC(=O)Nc1ccc(NC(=O)C(C)Sc2n[nH]c(-c3ccc(C)cc3)n2)cc1 (stereo not given)	2%
O=C(C1CC(=O)N(c2ccc3c(c2)OCCO3)C1)N1CCCC(C(F)(F)F)C1 (stereo not given)	-6%
CC(NCC(=O)Nc1cc(S(=O)(=O)N2CCOCC2)ccc1Cl)c1ccc(Cl)cc1Cl (stereo not given)	-1%
CSc1ccc(S(=O)(=O)NCC(=O)OCC(=O)NCc2ccco2)cc1[N+](=O)[O-]	-7%
COc1ccccc1OCC(=O)Nc1cc(C(F)(F)F)ccc1-n1cncn1	-8%
Oc1cc(O)c2c(c1)OC(c1ccc(O)c(O)c1)C(O)C2 (stereo not given)	-5%
O=C(NCCC1=CCCCC1)c1cc(S(=O)(=O)N2CCOCC2)ccc1F	-7%
Cc1ccc(S(=O)(=O)N2CCN(C(=O)c3sccc3C)CC2)cc1	-2%
Cc1ccc(S(=O)(=O)N2CCN(C(=O)CN3C(=O)NC4(CCCC4)C3=O)CC2)c(C)c1	-1%
